# Calb biofilm kill = kills Candida albicans biofilms; C. albicans biofilm + clotrimazole, Alamar Blue; inhibition, % at 6 µM; 85,000 compounds, 0.14% hits; AID 834;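 active means inhibition above 20%; inactive means inhibition below 20%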;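 further: preformed 24 hr biofilms exposed to compound for 48 hr; 0% = biofilm without compound and 100% = blank killed by clotrimazole plus chlorhexidine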
# Smad3 inh = inhibitors of human Smad3 transcription factor binding; P84022; TR-FRET Smad3/Dy647-FoxH1 peptide binding, europium anti-His; inhibition, % at 25 µM; 88,000 compounds, 0.29% hits;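 active means compounds that reduce the energy-transfer binding signal between the protein and its labelled peptide by more than half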;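 further: 0% = Smad3 plus labelled peptide maximal FRET and 100% = peptide-only background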
# Target sequence (P84022 whole entry, looked up): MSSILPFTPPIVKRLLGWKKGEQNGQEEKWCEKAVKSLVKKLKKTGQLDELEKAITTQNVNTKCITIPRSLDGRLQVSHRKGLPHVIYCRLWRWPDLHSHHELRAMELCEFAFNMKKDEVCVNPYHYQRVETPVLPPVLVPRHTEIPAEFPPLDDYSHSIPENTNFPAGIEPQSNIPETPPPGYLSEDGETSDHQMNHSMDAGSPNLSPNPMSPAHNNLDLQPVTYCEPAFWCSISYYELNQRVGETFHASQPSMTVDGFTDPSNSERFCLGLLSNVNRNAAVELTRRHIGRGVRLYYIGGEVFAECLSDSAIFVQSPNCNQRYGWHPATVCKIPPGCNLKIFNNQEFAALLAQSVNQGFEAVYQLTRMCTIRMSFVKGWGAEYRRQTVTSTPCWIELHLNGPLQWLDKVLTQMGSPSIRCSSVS
# cytoskel mod = cytoskeleton assembly modification; 91,000 compounds, 0.18% hits; HUVEC TNFa F-actin phalloidin imaging, high content; AID 836; inhibition, % at 2 µM;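 active means inhibition above the batch mean plus 3 SD and confirmed as a hit by visual image inspection, cut at about 30% in these data, passing the limit was not always enough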; further: strong numbers were not always called active
# sEH inhibitor = inhibitors of human soluble epoxide hydrolase; P34913; recombinant human sEH enzymatic activity assay; inhibition, % at 2 µM; 91,000 compounds, 0.34% hits; AID 707; in the data active means inhibition above about 80%; further: values of inactives mirror those of a sister screen read the other way; many of its hits are not listed in these tables
# Target sequence (P34913 whole entry, looked up): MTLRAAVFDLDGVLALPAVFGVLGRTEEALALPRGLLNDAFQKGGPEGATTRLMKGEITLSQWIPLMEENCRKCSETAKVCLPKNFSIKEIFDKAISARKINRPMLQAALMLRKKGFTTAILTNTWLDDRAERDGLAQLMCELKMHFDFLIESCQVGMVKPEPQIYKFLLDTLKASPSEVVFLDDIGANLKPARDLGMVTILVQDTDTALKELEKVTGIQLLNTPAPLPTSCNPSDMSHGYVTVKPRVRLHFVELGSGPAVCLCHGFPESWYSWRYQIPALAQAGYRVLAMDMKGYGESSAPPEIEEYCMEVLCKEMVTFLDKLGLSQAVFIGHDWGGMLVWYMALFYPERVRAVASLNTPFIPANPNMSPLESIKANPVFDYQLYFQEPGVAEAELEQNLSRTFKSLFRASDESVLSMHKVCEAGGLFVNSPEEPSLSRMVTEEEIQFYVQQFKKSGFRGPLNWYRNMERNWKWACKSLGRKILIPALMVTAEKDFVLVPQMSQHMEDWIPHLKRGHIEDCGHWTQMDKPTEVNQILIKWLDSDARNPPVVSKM
# HUVEC tox TNFa = HUVEC cytotoxicity counter-screen, TNF alpha stimulated; 93,000 compounds, 0.17% hits; cell count reduction, % at 2 µM; HUVEC TNFalpha-stimulated, Hoechst cell count, imaging;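 active means cell count reduction exceeding the screen mean by over 5 SD, scaled to untreated wells per plate, cut at about 78% in these data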;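 further: cells counted after 24 h of TNF alpha exposure following the 1 h pretreatment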
# IL1B cytotox = toxic to HUVEC cells under IL-1B stimulation. cell count reduction, % at 2 µM. 94,000 compounds, 0.41% hits. HUVEC cell count loss, Hoechst imaging, IL-1B stimulated;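 active means cell count reduction more than 3 SD above the screen-wide mean, cut at about 70% in these data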;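 further: normalized per plate to untreated control cells as the no-loss baseline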
# ERb SRC1 inh = blocks coactivator binding to human estrogen receptor beta | Q92731 | TR-FRET ER-beta LBD / SRC1-Cy5 peptide binding; receptor agonist-loaded with 1 µM estradiol | inhibition, % at 25.6 µM | 86,000 compounds, 1.3% hits | AID 633;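 active means compounds whose percent inhibition of the receptor-coactivator binding signal exceeds about 50% in the single-dose screen, limit read from the data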;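 further: 0% = receptor plus peptide wells without compound and 100% = peptide-only wells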
# sEH activator = activators of human soluble epoxide hydrolase | activation, % at 2 µM | purified human sEH enzymatic activity, activator screen | P34913 | 91,000 compounds, 0.04% hits; in the data active means activation above about 37%; further: values of inactives mirror those of a sister screen read the other way
# VCAM1 TNFa inh = reduces TNF alpha induced VCAM1 expression in HUVEC; 95,000 compounds, 0.48% hits; inhibition, % at 2 µM; HUVEC TNFa-induced VCAM-1 immunofluorescence, high-content imaging;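 active means inhibition above the batch mean plus 3 SD, with images confirmed as a hit by eye, cut at about 37% in these data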;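 further: 0% = TNF-stimulated DMSO wells and 100% = unstimulated control wells; not every result past the cut was called active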
# * = called active by the depositor; . = no result given; [ ] = dose if it differs, or a comment. These rows are one share of the data; rates above refer to the full screens.
SMILES,Calb biofilm kill,Smad3 inh,cytoskel mod,sEH inhibitor,HUVEC tox TNFa,IL1B cytotox,ERb SRC1 inh,sEH activator,VCAM1 TNFa inh
NC(=O)C1CCN(C(=O)N2c3ccccc3Sc3ccccc32)CC1,5,0,-21,-6,-16,-13,-1[fluorescence artefact?],4,-5
COC(=O)C1C(=O)C2=C(CC1C)NC(C)=C(C(=O)OCCOc1ccccc1)C2c1ccc(C)o1 (stereo unspecified),6,7,-12,2,16,-1,-3,-2,-19
COc1cccc(-c2ccc(=O)n(CC(=O)Nc3ccc(C(=O)N4CCCC4)cc3)n2)c1,3,2,10,-10,-28,-66,-4,12,8
O=C(NCc1cccnc1)c1ccc(CN2CCc3ccccc3C2)cc1,8,8,15,8,-3,-19,-2,-9,-12
CC1CCCC(C)N1C(=O)Cn1c(=O)sc2ccccc21 (stereo unspecified),0,-1,8,4,1,-9,-1,0,0
Cc1cccc(OCCCN2CCCCCC2)c1,7,10,5,8,-3,15,-4[fluorescence artefact?],-8,-3
COc1ccc(C(=O)CSc2nnc(-c3ccc(C)cc3)o2)cc1,6,12[fluorescence artefact?],-9,18,-21,5,24[fluorescence artefact?],-18,-5
Cc1sc(NC(=O)CN2CCOCC2)nc1-c1ccc2c(c1)CCN2S(=O)(=O)c1ccccc1,6,-2,-11,-14,-3,-26,-2,16,-14
CC(C)(C)c1nc(NCCN2CCOCC2)c2nnn(Cc3ccccc3Cl)c2n1,.,4,9,6,-20,0,-11,-8,9
CCOC(=O)c1nn(-c2ccc(C)cc2)c(C)c1C(C)=O,.,.,-14,8,14,-18,.,-6,6
Cc1ccc2c(c1)c1c(n2CC(O)Cn2nc(C)c(Br)c2C)C(=O)CCC1 (stereo unspecified),.,.,15,-17,-15,-35,.,14,6
CCCCn1cc(C(=O)c2cc(Br)ccc2O)cc(C#N)c1=O,3,-1,-2,5,8,-15,-4,-3,-7
CN1CCN(C2=Cc3ccccc3Sc3cc(F)c(Cl)cc32)CC1,0,-4,11,-7,-1,-1,0[fluorescence artefact?],8,14
CCOC(=O)c1cc2ccc(OC(=O)c3ccco3)cc2oc1=O,.,.,-34,-12,19,16,.,10,10
CC1(C)CC(=O)C2=C(C1)NCN(Cc1ccccc1)C2,5,0,-6,-43,-24,12,-13,46*,-5
CCOc1nc(-c2ccncc2)nc2ccccc12,3,13,-10,0,-31,-2,-12,3,-43
O=C(COc1ccccc1O)Nc1ccccc1Cl,.,.,.,-2,-15,-53,.,4,-5
N/C(=N\OC(=O)/C=C/c1ccccc1)c1ccccc1,1,0,6,-8,-12,-15,-1,4,12
CSc1nc(N)c2c3c(sc2n1)COC(C(C)C)C3 (stereo unspecified),-3,-9,6,11,-5,12,7,-8,5
O=S(=O)(NCc1ccc(F)cc1)c1cccc(S(=O)(=O)N2CCOCC2)c1,-3,-12,15,18,-13,-6,-7,-20,0
c1ccc(-c2nnnn2CCOCCn2nnnc2-c2ccccc2)cc1,6,-4,-29,7,-2,-31,4,-8,15
CC(C)CC(=O)OCc1cn(-c2ccccc2)nn1,.,.,1,-7,13,-97,.,4,-3
O=c1cc(N2CCc3ccccc3C2)[nH]c(=O)n1Cc1ccc(F)cc1,10,7,17,-27,6,19,15,24,19
COc1ccc(N=NC2=C(O)CC(C)(C)CC2=O)cc1,2,9,-2,-25,-14,-8,-4,28,8
COc1nc(-c2ccc(Cl)cc2)ccc1-c1noc(-c2ccco2)n1,5,0[fluorescence artefact?],-2,-10,-9,-39,32[fluorescence artefact?],9,-6
COc1ccc(NC(=O)CSc2nc(C)cc(C)n2)cc1,-1,-8,-4,-12,31,24,9[fluorescence artefact?],10,11
O=C1C2C(C(=O)N1CCc1ccccc1)C1C=CC2C12CC2 (stereo unspecified),9,9,0,3,13,-1,5,-5,5
CN(C)S(=O)(=O)n1cnc2ccccc21,-4,-5,-19,-5,-17,-14,-9,5,8
O=S(=O)(c1ccccc1)N1CCN(S(=O)(=O)c2ccccc2)C1,.,.,6,0,-21,-32,.,-2,0
CCN1CCN(C(=O)CCc2ccc(S(=O)(=O)NCCc3ccccc3)cc2)CC1,3,1,-2,-15,-13,-28,-6,15,13
COc1cc(Cl)cc(C2NC(=O)NC(C)=C2C(=O)NCc2ccccc2)c1O (stereo unspecified),6,0,-8,11,-5,-14,-15[fluorescence artefact?],-8,9
CC1C(=O)CCCCCCCCCC2C1(N1CCOCC1)CS2(=O)=O (stereo unspecified),8,2,-10,1,-14,5,6,1,2
Cc1ccc2c(c1)cc(CN(Cc1ccc3c(c1)OCO3)C(=O)c1ccccc1)c1nnnn12,-5,-10,5,0,-8,4,-11,0,2
CCCOc1cccc(C(=O)Nc2nnn(CCC)n2)c1,-1,2,-10,6,-35,6,-7,-6,15
CCC(C)[C@H](NC(=O)NCc1cccc(OC)c1)C(=O)OC (stereo partly specified),4,5[fluorescence artefact?],-13,27,-7,-13,19,-27,-15
COc1cccc(CNCCSc2nnnn2C)c1OC,-2,-13,-10,-14,-12,-18,-13,11,11
O=S(=O)(NCc1ccccc1Br)c1cccs1,-4,3,-7,10,-10,-2,-4,-11,5
CC1CCCN(C(=O)CCS(=O)(=O)Cc2ccccc2)C1 (stereo unspecified),7,-26,8,2,-7,-2,-8,-4,-1
Cc1c(NC(=O)CSc2nnnn2-c2ccc(O)cc2)c(=O)n(-c2ccccc2)n1C,1,9,-2,-3,-31,-16,2,5,-18
CCCCN=C(Nc1ccc(Cl)cc1)c1cccnc1,.,.,6,5,-18,-17,.,-5,-2
O=C(NCc1cc(C(F)(F)F)cc(C(F)(F)F)c1)C1CC(c2ccccc2[N+](=O)[O-])=NO1 (stereo unspecified),.,.,-1,17,12,-16,.,-16,10
CCC1(CC)NC(=O)NC1=O,7,-4[fluorescence artefact?],-6,-10,-11,-10,0,10,1
CC(C)(O)C#Cc1ccc(C(=O)NCc2cccs2)s1,-3,-6,6,2,-13,-6,-18,-4,1
O=C(Nc1cccc(-c2nc3ccccc3s2)c1)c1ccc2c(c1)OCO2,.,.,14,13,2,4,.,-13,6
On1onc2c3cc(-c4ccccc4)nc3ccc21,-1,-17,0,-4,13,35,6[fluorescence artefact?],4,12
O=C(Cn1ncc2ccccc21)N1CCN(c2cccc(C(F)(F)F)c2)CC1,8,4,-4,-1,-15,-21,-6,0,12
CCC(=O)c1ccc(OCC(O)CN2CCN(c3cccc(C(F)(F)F)c3)CC2)cc1 (stereo unspecified),1,1,-32,-11,0,-25,-18,14,-4
CCN=C(NCC)SC1CC(=O)N(c2ccc(OC)cc2)C1=O (stereo unspecified),7,7,10,10,-1,1,-7,-11,8
CCn1c(CNC(=O)COc2ccc(C(C)C)cc2)nnc1SCC(=O)Nc1cc(F)ccc1C,.,.,18,44,-18,-23,.,-44,1
Cc1ccc(Nc2nc(N)nc(CSc3nnc(-c4ccncc4)o3)n2)cc1,-4,-7,0,-15,-16,-6,20[fluorescence artefact?],15,-4
CN(CC(=O)Nc1nc2ccccc2s1)S(=O)(=O)c1ccc(Cl)cc1,-4,-7,-6,-7,-16,25,-6,7,5
Cc1cc(C)nc(N(C#N)S(=O)(=O)c2ccccc2)n1,2,-2,8,9,2,-20,-4,-10,10
CCOC(=O)c1cc(-c2nnc(-c3ccc(Oc4ccccc4)cc3)o2)c(C)nc1C,15,-4,-11,-20,19,-11,-3,19,2
Cc1ccc(S(=O)(=O)/N=C(\CSC(N)=O)Nc2ccccc2)cc1,7,8,11,-6,-12,20,-1,7,1
COC(=O)c1c(N)sc(C(C)=O)c1C,6,-8,-12,-10,-6,3,-7[fluorescence artefact?],14,-5
COc1cc(C=O)ccc1OCCOCCOc1ccc(Cl)cc1Cl,.,.,-8,-6,4,7,.,9,-13
Cc1cc(NC(=O)COC(=O)C2CCN(S(=O)(=O)c3cccc(Cl)c3Cl)CC2)no1,4,7,4,5,-8,15,2,-6,8
O=C(CSc1nnnn1-c1ccc(Cl)cc1)N1CCc2ccccc2C1,2,3[fluorescence artefact?],-30,10,-22,-37,-2,-9,22
COc1ccc(C(=O)CC(Nc2ccc([N+](=O)[O-])cc2)c2ccc(OC)cc2)cc1 (stereo unspecified),.,.,-6,-7,11,-22,.,10,1
COc1ccc(S(=O)(=O)NCc2ccccc2)cc1,.,.,1,-2,-16,-58,.,4,-4

# Shown with bars between the fields: entries from further up
smiles | Calb biofilm kill | Smad3 inh | cytoskel mod | sEH inhibitor | HUVEC tox TNFa | IL1B cytotox | ERb SRC1 inh | sEH activator | VCAM1 TNFa inh
CN(CC(=O)Nc1nc2ccccc2s1)S(=O)(=O)c1ccc(Cl)cc1 | -4 | -7 | -6 | -7 | -16 | 25 | -6 | 7 | 5
Cc1cc(C)nc(N(C#N)S(=O)(=O)c2ccccc2)n1 | 2 | -2 | 8 | 9 | 2 | -20 | -4 | -10 | 10
CCOC(=O)c1cc(-c2nnc(-c3ccc(Oc4ccccc4)cc3)o2)c(C)nc1C | 15 | -4 | -11 | -20 | 19 | -11 | -3 | 19 | 2
Cc1ccc(S(=O)(=O)/N=C(\CSC(N)=O)Nc2ccccc2)cc1 | 7 | 8 | 11 | -6 | -12 | 20 | -1 | 7 | 1
COC(=O)c1c(N)sc(C(C)=O)c1C | 6 | -8 | -12 | -10 | -6 | 3 | -7[fluorescence artefact?] | 14 | -5

# Continued:
SMILES,Calb biofilm kill,Smad3 inh,cytoskel mod,sEH inhibitor,HUVEC tox TNFa,IL1B cytotox,ERb SRC1 inh,sEH activator,VCAM1 TNFa inh
COc1ccc(Cl)cc1N1C(=O)C2CCCN2C1c1sccc1C (stereo unspecified),4,4,18,.,-23,-18,-6,.,-14
COc1cc(CC(=O)NCCc2ccc(S(N)(=O)=O)cc2)cc(OC)c1OC,.,.,0,5,-20,-17,.,-3,12
Cc1ccc(C(=O)NNC(=O)OC(C)(C)C)c(Cl)c1,.,.,2,-4,-18,-9,.,2,-2
c1cc2ccc3ccc(CN4CCOCC4)c4ccc(c1)c2c34,-1,2,-8,-1,10,6,-8,1,-9
C/C(NCCN1CCOCC1)=C(\C#N)C(N)=O,4,-13,2,6,6,-26,7[fluorescence artefact?],-3,-2
CCOC(=O)CSc1nc2ccc(N3CCOCC3)cc2c(=O)n1Cc1ccccc1,0,5,8,27,-28,-14,-9,-25,-15
CCN(CC)C(=O)c1cc2cc([N+](=O)[O-])ccc2s1,.,.,-6,-5,-20,-19,.,6,2
Cc1ccc(S(=O)(=O)N2CC3CCCN3c3ccc(C(F)(F)F)cc32)cc1 (stereo unspecified),.,.,-14,4,-6,-33,.,-3,22
O=C(Nc1ccc2c(c1)OCO2)c1cnc2n(c1=O)CCS2,2,9,-2,-12,4,-24,27,13,9
CCC(C)n1c(SC(C)C#N)nc2ccccc2c1=O (stereo unspecified),4,32[fluorescence artefact?],22,10,-9,-97,-10,-11,9
COc1ccc(CN2CCOCC2)cc1,0,14,18,5,-24,20,-3,-3,-14
COc1ccc(/C=N/NC(=O)c2nc(Cl)c(Cl)c(N)c2Cl)cc1COc1ccccc1F,.,.,11,-3,-6,6,.,4,0
COc1ccc(-c2ccc(-c3nnn(CC(=O)N4CCOCC4)n3)cc2)cc1,5,10[fluorescence artefact?],-21,-12,-3,0,-7,11,-11
Cc1ccccc1-c1nnc(SCCOc2ccc3c(C)cc(=O)oc3c2)o1,.,.,7,1,-7,-19,.,2,3
O=C(O)Cn1cccc1C(=O)c1ccccc1,4,-2,.,.,.,-25,2[fluorescence artefact?],.,.
CC(C)NS(=O)(=O)c1ccc(NC(=O)C2CC3C=CC2C3)cc1 (stereo unspecified),.,.,-25,31,-6,-33,.,-31,-2
COc1ccccc1CNC(=O)c1c(N)n(CCCN2CCOCC2)c2nc3ccccc3nc12,.,.,-18,-108,-16,-18,.,117*,8
CCOC(=O)c1cnc(SC2CC(=O)N(c3ccc(C)cc3)C2=O)nc1N (stereo unspecified),-1,-5,12,-16,-5,12,25,18,8
O=C(CCCN1C(=O)c2ccccc2C1=O)OC1CSCC1NC(=O)c1ccccc1 (stereo unspecified),7,-9,-3,-12,-3,-12,-2,12,9

# Compound activity: PubChem BioAssay, several laboratories
